RAD54 branch: blocks human RAD54 Holliday junction branch migration; AID 602329; 0.14% of 360,000 active; inhibition, % at 10.4 µM; FAM/BHQ fluorescence;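 active = mean normalized replicate activity at least 40 and at least half of replicates scoring 40 or more; inconclusive = only one of the two criteria met; inactive = mean below 40 and under half of replicates reaching 40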;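 also: 0% = median of neutral control wells and 100% = median of positive control wells; inhibitors cause a drop in the FAM fluorescence signal; in these data hits start at about 50%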
Target sequence (Q92698 whole entry, looked up): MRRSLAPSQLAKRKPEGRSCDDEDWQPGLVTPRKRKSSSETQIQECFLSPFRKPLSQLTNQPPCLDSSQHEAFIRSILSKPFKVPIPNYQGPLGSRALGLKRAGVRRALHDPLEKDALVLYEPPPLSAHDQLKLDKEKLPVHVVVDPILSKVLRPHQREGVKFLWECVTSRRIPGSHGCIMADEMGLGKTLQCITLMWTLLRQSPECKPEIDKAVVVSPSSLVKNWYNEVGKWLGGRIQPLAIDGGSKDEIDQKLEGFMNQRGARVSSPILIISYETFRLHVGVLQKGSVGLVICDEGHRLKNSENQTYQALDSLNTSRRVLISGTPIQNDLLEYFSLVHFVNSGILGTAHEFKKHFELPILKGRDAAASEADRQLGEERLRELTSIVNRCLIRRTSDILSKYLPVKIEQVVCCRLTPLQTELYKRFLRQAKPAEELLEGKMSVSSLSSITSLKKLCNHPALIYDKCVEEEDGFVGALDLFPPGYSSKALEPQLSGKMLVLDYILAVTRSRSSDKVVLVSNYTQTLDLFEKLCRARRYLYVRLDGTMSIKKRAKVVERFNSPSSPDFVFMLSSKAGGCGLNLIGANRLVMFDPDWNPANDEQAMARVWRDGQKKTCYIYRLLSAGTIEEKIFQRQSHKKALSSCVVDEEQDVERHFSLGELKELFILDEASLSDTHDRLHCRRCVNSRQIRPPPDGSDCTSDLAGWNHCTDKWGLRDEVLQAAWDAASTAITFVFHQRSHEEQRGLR
PglD inh: blocks C. jejuni PglD acetyltransferase activity; purified PglD enzyme, DTNB colorimetric CoA detection; inhibition, % at 12.5 µM; 0.098% of 360,000 active; AID 602405; in the data active = inhibition above about 16%, passing the limit was not always enough; inconclusive = no clear call, values can overlap the other calls; also: strong numbers were not always called active
Casp6 inh: caspase-6 (human) enzyme inhibition | P55212 | purified caspase-6, Z-VEID-R110 cleavage fluorescence | inhibition, % at 12.5 µM | 0.53% of 350,000 active;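 active = mean inhibition across replicates at least about 35%, with every replicate also reaching that limit, limit read from the data; inconclusive = only one of the two criteria met; inactive = neither criterion met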;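 also: 0% = median of neutral control wells and 100% = no fluorescence left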
Target sequence (P55212 24-179 limits assumed): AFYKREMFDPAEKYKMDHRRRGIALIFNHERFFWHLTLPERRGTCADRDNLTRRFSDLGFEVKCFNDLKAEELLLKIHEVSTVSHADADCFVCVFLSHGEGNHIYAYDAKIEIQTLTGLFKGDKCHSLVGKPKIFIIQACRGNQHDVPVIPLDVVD
Target sequence (P55212 194-293 limits assumed): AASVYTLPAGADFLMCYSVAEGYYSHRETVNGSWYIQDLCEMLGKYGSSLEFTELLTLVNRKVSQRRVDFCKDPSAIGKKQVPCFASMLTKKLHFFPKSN
ARNT-TACC3 inh: disruptors of human ARNT/TACC3 interaction | Q9Y6A5 | AlphaScreen His-ARNT PAS-B/GST-TACC3 binding, luminescence; TACC3 fragment carries E629A point mutation | inhibition, % at 9.99 µM | 0.66% of 390,000 active | AID 623870;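 active = mean inhibition of replicates at least 50% and at least half of replicates each reaching 50%; inconclusive = half or more replicates reach 50% but mean below 50%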;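 also: 0% = complete ARNT plus TACC3 wells and 100% = ARNT alone without TACC3; many hits fall short of the cut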
RAD52 anneal inh: blocks human RAD52 DNA annealing | P43351 | recombinant RAD52 DNA annealing, FRET fluorescence | inhibition, % at 18.7 µM | 0.46% of 360,000 active | AID 651710;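 active = every replicate showing at least 50% inhibition; inconclusive = mean inhibition at least 50% but not in every replicate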
E-selectin induc: induces E-selectin expression in human endothelial cells; P16581; HUVEC E-selectin immunofluorescence imaging; normalized: neutral wells 0, TNF-alpha wells 100; activation, % at 7.58 µM; 0.37% of 260,000 active; AID 686992;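 active = mean E-selectin-positive cell signal at least 10% of the positive control, reached in at least 60% of replicates, without over 20% cell loss; inconclusive = no rule given, readout overlaps actives, possibly toxicity-flagged; inactive = the rest, including those meeting only one limit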;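 also: in these data hits start at about 27%; measured in HUVEC primary endothelial cells; signal is the percent of cells scored E-selectin positive by PE staining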
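System: HUVEC / Compound: single concentration / Signal: immunofluorescence imaging / Read-out: percent E-selectin-positive cells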
ERp5 block: inhibitors of human ERp5; Q15084; ERp5 insulin aggregation, absorbance 650 nm, 90 min; inhibition, % at 9.99 µM; 0.05% of 350,000 active; AID 651711;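 active = mean replicate inhibition above about 25%, with every replicate also reaching it, limit read from the data, passing the limit was not always enough; inconclusive = only one of those two criteria met; inactive = neither criterion met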
esBAF inh: SWI/SNF esBAF complex inhibition; mouse ES cells, Bmi1-luciferase knock-in reporter, 24 h; 100% = twice the neutral-well signal; 2% of 350,000 active; AID 602393; reporter increase, % at 12.5 µM; in the data active = activation above about 40%; inconclusive = no clear call, values can overlap the other calls;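 also: 0% = median of the plate's neutral control wells and 100% = double that signal; a rise in the Bmi1 reporter signal indicates esBAF inhibition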
An asterisk follows results filed as active; u = inconclusive; x = no result given.

SMILES	RAD54 branch	PglD inh	Casp6 inh	ARNT-TACC3 inh	RAD52 anneal inh	E-selectin induc	ERp5 block	esBAF inh
O=C(O)/C(=C\c1ccccc1)c1ccc2ccccc2c1	1	5	-1	x	-8	0.5	0	22
Cc1cnc(C(=O)OCC(=O)Nc2cccc(S(=O)(=O)N3CCCCC3)c2)cn1	x	x	0	3	-22	1.4	-7	x
Cn1nnnc1SCCNCc1ccccc1F	-11	-8	x	-2	x	x	x	-2
CCOC(=O)N1CCC(Nc2ccc(N3C(=O)C4CCCCC4C3=O)cc2[N+](=O)[O-])CC1 (centres undefined)	-9	-3	2	-9	-9	x	-3	-3
O=C(CCc1nnc(Cc2c[nH]c3ccccc23)o1)NC(C1CC1)C1CC1	-3	-7	-6	21	-13	x	6	4
COc1ccc(C(=O)NCCNc2ccc([N+](=O)[O-])cn2)cc1	-1	-7	-3	10	-10	-0.2	5	0
COCCNC(=O)C[C@@H]1CC[C@@H](NC(=O)NC2CCCCC2)[C@@H](CO)O1	-2	-1	-2	-7	3	-0.1	0	-6
CO[C@@H]1CN(C)C(=O)c2ccc(NC(C)=O)cc2OC[C@@H](C)N(Cc2cncnc2)C[C@@H]1C	3	1	x	x	x	0.2	x	-2
CCC(C)C(NC(=O)OC(C)(C)C)C(=O)NC(C(=O)N1CCCC1C(N)=O)C(C)CC (centres undefined)	-5	0	x	-2	x	x	x	5
CC(Sc1nc2ccccc2c(=O)n1CC1CCCO1)C(=O)N(C)Cc1ccccc1 (centres undefined)	7	2	1	-1	8	0.0	-1	-1
C[C@@H]1CN([C@@H](C)CO)C(=O)c2cccc(NC(=O)c3ccc(-c4nccs4)cc3)c2O[C@H]1CN(C)C(=O)NC1CCCCC1	5	-1	-1	-2	-13	-1.6	-1	1
O=C(CSC(=S)N1CCCC1)N/N=C/c1c(O)[nH]c(=S)[nH]c1=O	4	0	8	0	-143	-0.7	3	-1
CCOC(=O)c1c(C)nc2c(c1-c1ccccc1)C(=O)CC(C)(C)C2	1	17	x	-8	x	x	x	0
O=C(C[C@H]1CC[C@H]2[C@@H](COC[C@@H](O)CN2Cc2cccc(C(F)(F)F)c2)O1)NCCc1ccncc1	15	-1	x	5	x	0.1	x	4
COc1ccc(CN(C)C(=S)Nc2ccc(Cl)cc2)cc1	x	x	-1	1	-10	x	0	x
O=C(COc1ccc([N+](=O)[O-])cc1)Nc1nnc(-c2cccnc2)s1	1	4	1	-7	12	x	6	-7
CCOC(=O)c1cnc(SCC(=O)Nc2cc(C(F)(F)F)ccc2N2CCOCC2)nc1N	-4	-3	x	-4	x	x	x	-11
CC(=O)C(Cc1ccccc1)NC(=O)COC(=O)c1cccc(C)c1[N+](=O)[O-] (centres undefined)	5	0	-2	-3	-7	x	2	-1
COc1ccc2oc(C(=O)OCC(=O)N3CCN(c4ccccc4)CC3)c(C)c2c1	0	-2	3	-1	-11	0.3	-4	-12
COc1ccccc1NS(=O)(=O)c1cccc(C(=O)N/N=C/c2ccc(N3CCOCC3)cc2)c1	6	4	-2	1	-101	0.8	2	x
COC(=O)c1ccc(Cl)c(NC(=O)CN2CCN(Cc3ccccc3)CC2)c1	1	4	x	-5	x	x	x	-12
Cc1cc(NC(=O)C2(c3ccccc3)CCCC2)no1	1	-2	x	2	x	x	x	-5
CC(C)CN(C(=O)c1ccco1)c1nc2ccccc2s1	x	x	-1	-1	-13	0.5	8	x
Cc1noc(C)c1S(=O)(=O)Nc1ccc2c(c1)CC(=O)N([C@@H](C)CO)C[C@H](C)[C@H](CN(C)S(C)(=O)=O)O2	-4	-31	x	-7	x	8.3	x	0
CCN(CC(=O)Nc1ccc(Br)cc1)C(=O)Cc1cccc(F)c1	-12	0	0	x	-15	0.1	-1	4

Results in ARNT-TACC3 inh (4 entries from above):
SMILES,ARNT-TACC3 inh
COc1ccc(CN(C)C(=S)Nc2ccc(Cl)cc2)cc1,1
O=C(COc1ccc([N+](=O)[O-])cc1)Nc1nnc(-c2cccnc2)s1,-7
CCOC(=O)c1cnc(SCC(=O)Nc2cc(C(F)(F)F)ccc2N2CCOCC2)nc1N,-4
CC(=O)C(Cc1ccccc1)NC(=O)COC(=O)c1cccc(C)c1[N+](=O)[O-] (centres undefined),-3

(cont.)
SMILES	RAD54 branch	PglD inh	Casp6 inh	ARNT-TACC3 inh	RAD52 anneal inh	E-selectin induc	ERp5 block	esBAF inh
Cc1cc(C)c2sc(NC(=O)c3ccc([N+](=O)[O-])o3)nc2c1	-4	-6	1	1	-12	x	-2	27
CCCNC(=O)C1(C)CCCN(C(=O)c2ccc3sccc3c2)C1 (centres undefined)	-11	0	-2	x	9	3.8	2	3
Cc1cc(C)cc(N(CCC#N)C(=O)CSc2ncnc3sccc23)c1	-4	-3	1	-3	2	0.2	-1	2
Cc1cc(-c2nnc(CCC(=O)NC(C)c3ccccc3Cl)o2)no1 (centres undefined)	x	x	0	7	-27	4.1	0	x
COc1ccccc1C(=O)N/C(=C\c1ccc(Br)cc1)C(=O)NCC(=O)O	x	x	-1	-4	-10	-1.0	0	x
O=C(C1CCC1)N1CC2(C1)[C@H](c1ccccc1)[C@@H](CO)N2CC1CCCC1	x	x	1	x	-6	-0.2	-3	x
CCCCOC(=O)C1=C(C)Nc2ncnn2C1c1ccc(OCC)c(OC)c1 (centres undefined)	0	2	x	1	x	x	x	-4
O=C(NNC(=O)c1cccc(C(F)(F)F)c1)c1ccncc1	-14	1	5	-2	8	0.4	1	0
N#CC1=C(N)Oc2n[nH]c(CSc3ccccc3)c2C12C(=O)Nc1ccccc12 (centres undefined)	-13	1	7	3	-7	x	0	6
COc1ccccc1CNC(=O)CCN1C(=O)COc2ccccc21	x	x	-4	3	-7	x	5	x
O=C(CCC1CCN(C(=O)C2CC=CCC2)CC1)Nc1ccccc1 (centres undefined)	-7	-2	-2	x	-9	0.5	0	-1
CN1CCN(C(=O)c2ccc3c(=O)n(Cc4ccc(Cl)cc4)c(=S)[nH]c3c2)CC1	4	0	x	9	x	x	x	2
Cc1noc(C)c1S(=O)(=O)Nc1cccc2c1O[C@H](CN(C)Cc1ccc3c(c1)OCO3)[C@H](C)CN([C@@H](C)CO)C2=O	2	3	0	6	-16	-8.5	2	-3
Cc1nn(C)cc1C(=O)/C=C/c1ccc([N+](=O)[O-])cc1	x	x	0	-36	-17	x	5	x
COc1ccc(-c2ccc3c(c2)S(=O)(=O)c2cccc(C(=O)NC4CCCCC4)c2C3=O)cc1OC	1	-1	x	40	x	x	x	8
C[C@@H]1CCCCO[C@@H](CN(C)C(=O)Nc2cccc3ccccc23)[C@@H](C)CN([C@@H](C)CO)C(=O)c2cc(NC(=O)C3CCCCC3)ccc2O1	-7	1	0	-6	-6	0.4	1	15
NC(=O)c1c(NC(=O)c2ccccc2C(=O)O)sc2c1CCCC2	-3	-2	-5	-4	-7	-0.9	1	-3
CN1CCN(c2ccccc2NC(=O)COc2ccc(C3CCCCC3)cc2)CC1	3	-1	-1	18	6	0.1	-4	2
Cc1noc(C)c1NC(=O)Nc1ccc2c(c1)C(=O)N([C@@H](C)CO)C[C@@H](C)[C@H](CN(C)S(=O)(=O)c1ccccc1)OCCCC[C@H](C)O2	2	-1	1	-1	14	-0.1	-2	1
[O-]/[N+](=C\c1cccc(Br)c1)c1ccccc1	x	x	1	-18	-9	x	0	15
CC(C)(C)c1ccc(NC(=O)COC(=O)CCN2C(=O)c3cccc([N+](=O)[O-])c3C2=O)cc1	x	x	10	0	-10	x	4	x
Cc1ccc(/C(O)=C2\C(=O)C(=O)N(C)C2c2cccc([N+](=O)[O-])c2)cc1 (centres undefined)	-3	0	4	-8	5	x	4	-4
COc1cccc(C(C)(O)c2nc(-c3cccc(C(=O)O)c3)cs2)c1 (centres undefined)	1	-1	0	x	-7	-0.2	-1	2
CN(c1ccc(C(=O)NC2CCCC2)cc1)S(=O)(=O)c1ccccc1	9	-7	0	2	-13	x	1	12
COc1ccc(C2=CCCCCC2)c(OC)c1OC	0	-2	-2	-7	-4	-0.1	-6	22
(list continues)
SMILES	RAD54 branch	PglD inh	Casp6 inh	ARNT-TACC3 inh	RAD52 anneal inh	E-selectin induc	ERp5 block	esBAF inh
CC(C)C#Cc1cnc2c(c1)C(=O)N([C@@H](C)CO)C[C@H](C)[C@@H](CN(C)C(=O)Cc1ccncc1)O2	7	1	-4	-6	-3	-0.4	-2	1
CC(C)NC(=O)Nc1ccc2c(c1)C(=O)N([C@H](C)CO)C[C@@H](C)[C@@H](CN(C)C(=O)c1ccccc1)OCCCC[C@H](C)O2	7	5	1	-10	-3	0.4	-4	3
CO[C@@H]1CN(C)C(=O)c2cc(NC(=O)Nc3cccc(F)c3)ccc2OC[C@@H](C)N(C)C[C@@H]1C	6	2	-6	1	21	0.2	-2	1
CCCCCC1CC(=O)N(Cc2ccccc2)C(=O)N1 (centres undefined)	-8	-6	x	-21	x	x	x	-4
CCCC12CN3CC(C)(CN(C1)C3c1ccco1)C2=O (centres undefined)	x	x	-2	10	-14	x	2	x
CCOC(=O)c1sc(NC(=O)Cc2ccc(F)cc2)nc1C	x	x	1	-1	3	x	1	x
C[C@@H]1CCCCO[C@H](CN(C)S(=O)(=O)c2cccs2)[C@H](C)CN([C@H](C)CO)C(=O)c2cc(NC(=O)Nc3ccccc3)ccc2O1	-3	0	0	-2	46	x	3	7
Cc1ccc(N2CN(CCc3ccccc3)CNC2=S)cc1	4	12	0	3	-4	-0.1	-7	-1
O=C(N/N=C/c1cccs1)C(O)c1ccccc1 (centres undefined)	4	-5	1	-2	-6	4.2	4	11
CC(C)C(=O)Nc1ccc2c(c1)C(=O)N(C)[C@@H]1CC[C@@H](CC(=O)NCc3cccc(F)c3)O[C@H]1CO2	-4	-1	x	-3	x	0.1	x	8
Cc1ccc(C(=O)COC(=O)c2cnccn2)cc1	-13	0	x	-1	x	-1.0	x	2
CCOC(=O)c1cnc2ccc(Cl)cc2c1NCCN(C)C	20	-1	x	-1	x	x	x	-1
Cc1ccc(NC(=O)[C@@H](CC(C)C)NC(=O)[C@@H]2Cc3ccccc3CN2)cc1	-2	2	0	0	-7	x	3	29
O=C(Nc1ccc(Cl)cc1)C(c1ccccc1)N(CCO)CCO (centres undefined)	-2	2	x	-3	x	x	x	33
C[C@H]1CN([C@@H](C)CO)C(=O)c2cc(-c3cncnc3)cnc2O[C@H]1CN(C)C(=O)Cc1ccccc1	3	6	-5	-6	16	u	1	-2
COc1cc(Br)cc(Br)c1OCC(=O)N/N=C/c1c(C)n(C)n(-c2ccccc2)c1=O	-4	-1	0	5	3	-0.6	0	x
CC(=O)N1CCOc2ccc(S(=O)(=O)N3CCCCC3)cc21	2	4	-6	-2	-5	x	1	5
CC(O)(c1cccc(F)c1)c1nc(-c2csc3ccccc23)cs1 (centres undefined)	4	1	0	x	-7	10	-3	3
C=CCn1c(CSCc2ccccc2)nnc1SCC(=O)NCc1ccccc1	1	-2	x	-1	x	x	x	-2
Cc1cc(NC(=O)CC2Oc3ccccc3NC2=O)ccc1Br (centres undefined)	-6	-2	-2	7	-8	x	3	15
COc1ccc(C(=O)N/N=C/c2cc3ccccc3[nH]c2=O)cc1	0	-10	1	0	-16	0.1	2	3
CC(C)c1nnc(SCC(=O)NCc2ccco2)n1C	-8	0	x	23	x	x	x	-4

Full records as entered above. Order of screens: RAD54 branch, PglD inh, Casp6 inh, ARNT-TACC3 inh, RAD52 anneal inh, E-selectin induc, ERp5 block, esBAF inh
Entry for CO[C@@H]1CN(C)C(=O)c2ccc(NC(C)=O)cc2OC[C@@H](C)N(Cc2cncnc2)C[C@@H]1C = 3, 1, x, x, x, 0.2, x, -2
Entry for CO[C@@H]1CN(C)C(=O)c2cc(NC(=O)Nc3cccc(F)c3)ccc2OC[C@@H](C)N(C)C[C@@H]1C = 6, 2, -6, 1, 21, 0.2, -2, 1
